Screening data as filed in PubChem BioAssay.
Kir21 block: blocks the mouse Kir2.1 inward-rectifier potassium channel | B-score at 10 µM | 310,000 tested, 0.85% active | HEK293-Kir2.1, FluxOR thallium flux fluorescence; hits give low values | P35561 | AID 1672;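 active = fluorescence ratio B-score at or below minus 3 SD of library scores, with starting-brightness B-score within 2 SD, cut at about -4.2 in these data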;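 note: channel flux triggered by added potassium and thallium sulfate stimulus; B-score of peak minus minimum fluorescence over baseline after thallium stimulus; more negative B-score means stronger Kir2.1 block with less thallium influx; some compounds called inactive have numbers as strong as hits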
KCNQ2 inh: KCNQ2 channel blockers in CHO-K1 cells – cell-based, FluxOR thallium flux, B-score, primary screen (AID 2156) | O88943 | 20 min; hits give low values | B-score at 10 µM | 310,000 tested, 1.1% active;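 active = fluorescence ratio B-score at most minus 3 library SDs, with starting brightness B-score within 2 library SDs, cut at about -5.5 in these data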
Target sequence (O88943 whole entry, looked up): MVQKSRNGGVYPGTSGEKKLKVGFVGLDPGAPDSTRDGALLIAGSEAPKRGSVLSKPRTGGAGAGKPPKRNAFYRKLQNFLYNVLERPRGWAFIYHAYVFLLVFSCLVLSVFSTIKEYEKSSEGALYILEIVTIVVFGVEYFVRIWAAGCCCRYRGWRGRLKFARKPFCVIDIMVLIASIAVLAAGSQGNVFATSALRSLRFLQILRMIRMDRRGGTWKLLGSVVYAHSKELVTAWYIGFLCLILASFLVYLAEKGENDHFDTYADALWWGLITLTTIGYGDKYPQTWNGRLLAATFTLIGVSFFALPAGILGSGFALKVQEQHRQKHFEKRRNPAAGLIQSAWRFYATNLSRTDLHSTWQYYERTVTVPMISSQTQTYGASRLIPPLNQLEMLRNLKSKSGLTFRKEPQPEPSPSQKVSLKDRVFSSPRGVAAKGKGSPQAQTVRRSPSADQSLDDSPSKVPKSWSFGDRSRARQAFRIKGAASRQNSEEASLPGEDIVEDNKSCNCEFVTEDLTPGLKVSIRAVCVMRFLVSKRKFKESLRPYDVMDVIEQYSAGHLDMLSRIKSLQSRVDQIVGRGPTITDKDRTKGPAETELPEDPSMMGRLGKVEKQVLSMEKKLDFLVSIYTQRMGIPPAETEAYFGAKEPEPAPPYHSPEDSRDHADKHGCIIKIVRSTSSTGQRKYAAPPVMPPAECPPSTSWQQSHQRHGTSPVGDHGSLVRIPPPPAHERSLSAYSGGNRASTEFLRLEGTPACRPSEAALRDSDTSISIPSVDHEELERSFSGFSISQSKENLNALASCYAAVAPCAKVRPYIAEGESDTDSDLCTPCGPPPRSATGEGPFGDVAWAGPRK
* hit, by the source's call; i = inactive.

#	canonical_smiles	Kir21 block	KCNQ2 inh
1	Cc1ccc(CN2CCN(CC(=O)NC(C)c3ccc4c(c3)OCCO4)C2=O)cc1 (stereo unspecified)	1.6	i
2	CCc1ccccc1NC(=O)CSc1nc(C)c(C)o1	1.3	i
3	O=C(C1CCC1)N1CCc2cc(S(=O)(=O)N3CCc4ccccc4C3)ccc21	1.1	i
4	CCn1c(SCC(=O)Nc2cc(OC)ccc2OC)nnc1C1CCCCC1	-0.61	i
5	O=C1CC(c2ccc(Cl)cc2)CC(=O)C1CS(=O)(=O)c1ccccc1 (stereo unspecified)	1.5	i
6	COC(=O)Cc1c(C)nc2nc(NCc3ccc(Cl)cc3)[nH]n2c1=O	-0.66	i
7	Cc1nn(C(C)C(=O)NCCCc2ccccc2)c(=O)c2nn(-c3ccccc3)c(C)c12 (stereo unspecified)	1.4	i
8	O=S(=O)(c1c(Cl)sc(Cl)c1Br)N1CCCC1	-0.09	i
9	CC1CN(S(=O)(=O)c2cccc(C(=O)Nc3ccc4c(c3)CCC4)c2)CC(C)O1 (stereo unspecified)	0.41	i
10	COc1ccccc1CNC(=O)C1CCC(CNc2c(N3CCOCC3)c(=O)c2=O)CC1 (stereo unspecified)	0.75	i
11	CCOc1ccc(C(C)(C)C)cc1S(=O)(=O)Nc1ccncc1	-0.44	i
12	COc1ccc(N2CCN(C(=O)CSc3nc4[nH]ncc4c(=O)n3-c3ccc(Br)cc3)CC2)cc1	-0.03	i
13	O=C(NCc1ccccc1)c1onc(CSc2ccc(F)c(F)c2)c1C(=O)NCc1ccccc1	-0.04	i
14	O=C(N[C@@H](Cc1ccccc1)C(=O)O)c1ccc(C(F)(F)F)cc1	0.18	i
15	Cc1ccc([N+](=O)[O-])cc1NCC(=O)NN	2.4	i
16	Cc1ccc(S(=O)(=O)N2CCC3(CC2)OCCN3S(=O)(=O)c2c(C)cc(C)cc2C)cc1	1.7	i
17	COCCc1nn2c(=O)cc(COC(=O)c3cc(OC)c(OC)c(OC)c3)nc2s1	0.04	i
18	CC(C)(C)n1nnnc1C(c1ccc2ncccc2c1)N1CCSCC1 (stereo unspecified)	-0.17	i
19	CC(C)CN(C(=O)CCCc1nc2ccccc2c(=O)[nH]1)c1c(N)n(Cc2ccccc2)c(=O)[nH]c1=O	-1.5	i
20	Cn1c(CN2CCCC2)nc2cc(NC(=O)c3ccc(Cl)cc3)ccc21	-0.31	i
21	C=CC1CN(CC(=O)OC)S(=O)(=O)c2ccccc21 (stereo unspecified)	-0.1	i
22	O=C(NCC1COCCO1)c1ccc2nc(Cc3cccc(Cl)c3)oc2c1 (stereo unspecified)	-0.03	i
23	CC(O)/C=C/c1ccc2ccccc2n1 (stereo unspecified)	-0.59	i
24	COc1cc(NC(=O)CCn2c(=O)oc3ccccc32)cc(OC)c1OC	-0.89	i
25	Cc1noc(C)c1CSc1nc2ccccc2n1CCc1ccccc1	-7.2*	-6*

Copied from above (2 entries):
#	canonical_smiles	Kir21 block	KCNQ2 inh
1	Cc1ccc(CN2CCN(CC(=O)NC(C)c3ccc4c(c3)OCCO4)C2=O)cc1 (stereo unspecified)	1.6	i
2	CCc1ccccc1NC(=O)CSc1nc(C)c(C)o1	1.3	i

Continued.
#	canonical_smiles	Kir21 block	KCNQ2 inh
26	CN(C)c1ccc(/C=N/NC(=O)COc2ccccc2)cc1	0.05	i
27	COc1cc2c(cc1NC(=O)Nc1cccc(C)c1)oc1ccccc12	0.23	i
28	Cc1cccc(C(=O)Nc2nnc(Cc3c[nH]c4ccccc34)s2)c1	0.36	i
29	CCc1cccc(OCCCn2ccnc2)c1	-0.46	i
30	CN1C2CCC1/C(=C/c1cccn1C)C(=O)/C2=C\c1cccn1C	-17	i
31	CCc1cc(=O)oc2cc(OCC(=O)NCCCN3CCCC3=O)ccc12	-1.7	i
32	CC1(C)NC(=O)N(CC(O)COc2ccccc2C(=O)N2CCCCC2)C1=O (stereo unspecified)	1.2	i
33	CCCN(CC1CC1)C(=O)COC(=O)c1ccc2c(c1)C(=O)N(c1ccc(OCC)cc1)C2=O	3	i
34	C[C@@H](C(=O)NC1CCN(Cc2ccccc2)CC1)N1C(=O)N2CCc3c([nH]c4ccccc34)[C@@]2(C)C1=O	-0.03	i
35	O=C(CN1CCN(S(=O)(=O)c2ccc(Br)cc2)CC1)N/N=C/c1cc([N+](=O)[O-])ccc1Cl	0.26	i
36	O=C(NC(Cc1c[nH]c2ccccc12)C(=O)O)/C(=C/c1ccco1)NC(=O)c1ccccc1 (stereo unspecified)	1.3	i
37	CCN1C(=O)/C(=C2/Sc3ccc(OC)cc3N2C)SC1=Nc1cccc(O)c1	-0.38	i
38	CCOC(=O)N1CCN(C(=O)c2nn(-c3cc(OC)cc(OC)c3)c(=O)c3ccccc23)CC1	1.5	i
39	COC(=O)C1=C(C(=O)OC)[C@@H]2N(C)c3ccc(OC)cc3[C@@]23C[C@@H](C(=O)OC)N(C(=O)c2ccco2)C3=N1	-0.01	i
40	O=C(N/C(=C/c1cccc([N+](=O)[O-])c1)C(=O)N1CCOCC1)c1ccccc1Br	0.71	i
41	O=C(O)c1cc(NC(=O)C2CCCO2)cc(NC(=O)C2CCCO2)c1 (stereo unspecified)	-0.68	i
42	CC(C)(C)NC(=O)Cn1c(SCC(=O)NC2CCCC2)nc2ccccc21	-1.1	i
43	Cc1ccc(CNC(=O)C(OC(=O)c2ccco2)C(C)C)cc1 (stereo unspecified)	0.5	i
44	COc1ccccc1N(CC(=O)N1CCOCC1)S(C)(=O)=O	0.03	i
45	CCN(CC)C(=O)Nc1ccc(C(=O)OC)cc1	0.39	i
46	COc1ccc(-c2cc3nc(C)cc(N4CC(C)CC(C)C4)n3n2)cc1 (stereo unspecified)	-0.44	-6*
47	Cn1c(=O)[nH]c(=O)c2c1nc(SCC(=O)Nc1ccccc1)n2Cc1ccccc1	-0.04	i
48	Cc1ccc2occ(/C=N/NC(=O)c3ccc(O)cc3)c(=O)c2c1	-0.45	i
49	CCOc1ccccc1N1CCN(C(=O)c2cn(CC3CCCCC3)nn2)CC1	0.75	i
50	CCCCOCCCNC(=O)N[C@@H](CC(C)C)C(=O)O	-3.1	i

Record cards (already shown). Values in the order: Kir21 block, KCNQ2 inh
COc1ccc(-c2cc3nc(C)cc(N4CC(C)CC(C)C4)n3n2)cc1 (stereo unspecified) reads -0.44, -6*
CCCCOCCCNC(=O)N[C@@H](CC(C)C)C(=O)O reads -3.1, i
CN1C2CCC1/C(=C/c1cccn1C)C(=O)/C2=C\c1cccn1C reads -17, i
COc1cc2c(cc1NC(=O)Nc1cccc(C)c1)oc1ccccc12 reads 0.23, i
CCc1cc(=O)oc2cc(OCC(=O)NCCCN3CCCC3=O)ccc12 reads -1.7, i

(next part)
#	canonical_smiles	Kir21 block	KCNQ2 inh
51	O=C(C[n+]1ccc(/C=N/O)cc1)N(Cc1ccccc1)Cc1ccccc1	-2.5	i
52	Cc1ccc(SCc2nc3ccccc3n2CC(=O)Nc2ccccc2)cc1	0.22	i
53	Cc1ccc(S(=O)(=O)Nc2ccccc2C(=O)NCc2cccnc2)cc1	-1.1	i
54	COc1ccc(C(=O)N2CCN(c3cccc(Cl)c3)CC2)cc1	1.9	i
55	C/C(=N\NC(=O)CC#N)c1cc2ccc(O)cc2oc1=O	0.22	i
56	Cc1nn(Cc2cccc(C(=O)Nc3ccn(Cc4c(F)c(F)cc(F)c4F)n3)c2)c(C)c1[N+](=O)[O-]	-0.32	i
57	CCOC(=O)c1ccc(NC(=O)COC(=O)c2cccc(Oc3ccccc3)c2)cc1	-0.58	i
58	Cc1nc2sc(C(c3ccccc3)N3CCOCC3)c(O)n2n1 (stereo unspecified)	-1.9	i
59	CCOC(=O)[C@@H]1CCN(Cc2ccccc2)C[C@H]1c1ccccc1	-1.3	i
60	CCOC(=O)C1CCCN(c2c(NCCN3CCCCC3CC)c(=O)c2=O)C1 (stereo unspecified)	0.66	i
61	CCc1c(C)nc(N2CCN(c3cccc(OC)c3)CC2)[nH]c1=O	-0.02	i
62	CC(=O)NCCn1c(SCC(=O)NCCc2ccc(S(N)(=O)=O)cc2)nc2ccccc2c1=O	0.74	i
63	CCCCN1C(=O)N(c2ccccc2Cl)C(C)(O)CC1(C)C (stereo unspecified)	1	i
64	CC(C)C[C@H]1COCCS(=O)(=O)N1Cc1cccc(C(F)(F)F)c1	-0.75	i
65	CCOc1ccc(-n2c(SCC(N)=O)nnc2-c2ccco2)cc1	0.05	i
66	CC1CCN(c2nc(Cl)nc(Nc3ccc([N+](=O)[O-])cc3)n2)CC1	-0.3	i
67	CNCc1ccccc1Sc1ccc(OC)cc1	0.29	i
68	NC(=O)CSc1nnc2ccc(-c3ccco3)nn12	-0.87	i
69	COCC(C)NCc1cccc([N+](=O)[O-])c1 (stereo unspecified)	1.2	i
70	CCOc1ccc(/C=C2/C(=N)N3OC(C)=CC3=NC2=O)cc1OC	0.93	i
71	Cc1ccc(-c2nc(CS(=O)(=O)CC(=O)N3CCOCC3)c(C)o2)cc1	-0.29	i
72	O=C1Nc2ccc(Br)cc2/C1=C/c1ccc(C(=O)O)cc1	1	i
73	COc1ccc(C(=O)COC(=O)c2ccccc2C(=O)N(C)c2ccccc2)c(OC)c1	0.12	i
74	COc1ccc(CC(=O)NNS(=O)(=O)c2ccc3ccccc3c2)cc1OC	-0.15	i
75	COc1cccc(C(=O)Nc2cc(C(=O)NCCc3ccccc3)ccc2Cl)c1	-0.75	i

(continued)
#	canonical_smiles	Kir21 block	KCNQ2 inh
76	CCOC(=O)C1CCN(C(=O)c2oc3ccc(S(=O)(=O)N4CCCCCC4)cc3c2C)CC1	-0.14	i
77	Cc1ccc2oc(C(=O)N(Cc3ccccc3)C3CCS(=O)(=O)C3)c(C)c2c1 (stereo unspecified)	5.9e-16	i
78	CCCN(CCC)S(=O)(=O)c1ccc2c(c1)CCCN2C(C)=O	-3.2	i
79	CCOC(=O)C(=NC1CCS(=O)(=O)C1)NNc1ccccc1Cl (stereo unspecified)	0.75	i
80	Cc1c(C(=O)OCC(=O)Nc2cccc(S(N)(=O)=O)c2)oc2c1ccc1ccccc12	1.2	i
81	O=C1CN(C(=O)c2ccc(Br)o2)C(c2ccc(F)cc2)c2cc(F)ccc2N1 (stereo unspecified)	-1.7	i
82	Cn1cc([N+](=O)[O-])c(C(=O)NCc2ccco2)n1	-0.01	i
83	O=c1oc2ccccc2c(Nc2ccccc2O)c1[N+](=O)[O-]	-0.42	i
84	O=C(OCC1OC(n2ccc(=O)[nH]c2=O)C(O)C1OC(=O)c1ccccc1)c1ccccc1 (stereo unspecified)	-0.19	i
85	O=C(Cc1ccc(F)cc1)c1ccc(O)cc1O	-0.39	i
86	Cc1ccc(NC(=O)CN(C)Cc2ccc(Cl)cc2)cc1	-0.87	i
87	COC(=O)c1cc(S(=O)(=O)Nc2cc(S(=O)(=O)N(C)C)ccc2C)oc1C	-0.16	i
88	COc1ccc(N(C)S(=O)(=O)c2cccc(C(=O)NCc3ccc4c(c3)OCO4)c2)cc1	-1	i
89	Cc1ccc(Cl)cc1NC(=O)Nc1c(C)n(C)n(-c2ccccc2)c1=O	-1.1	i
90	CCOCCCNC(=O)C(c1ccccc1)N(Cc1cccs1)C(=O)CNC(C)=O (stereo unspecified)	0.91	i
91	COc1ccc(NC(=O)CSc2nnc(Cc3ccccc3)c(=O)n2N)c(OC)c1	0.13	i
92	COC(=O)c1sccc1NC(=O)C1CC1	0.18	i
93	O=S(=O)(NC1CCN(Cc2ccccc2)CC1)c1ccc2ccccc2c1	0.38	i
94	Cc1ccc(NC(=O)C2CCCN(S(=O)(=O)c3c(C)noc3C)C2)nc1 (stereo unspecified)	-0.77	i
95	CCOC(=O)C(=CNc1cc(C)nn1-c1ccccc1)C(=O)OCC	0.54	i
96	N#Cc1ccc(C23CC4(C2)[C@H](CN(CC2CCCCC2)[C@@H]4c2ccccc2)C3c2ccc(Cl)nc2)cc1 (stereo partly specified)	-0.07	i
97	CC(=O)c1c(N2CCCCC2)nc(=S)n(Cc2ccccc2)c1C	-0.66	i
98	COCCn1c(SCC(=O)Nc2ccc(S(N)(=O)=O)cc2)nc2ccccc21	1.5	i
99	O=C(/C=C/c1ccccc1)NC(=S)Nc1ccc(N2CCOCC2)c(Cl)c1	0.74	i
100	CC(C)=CC(=O)Nc1nnc(-c2ccc(F)cc2)s1	-0.08	i

Following part.
#	canonical_smiles	Kir21 block	KCNQ2 inh
101	CCOc1ccc2[nH]c(C)c(CN3CCOCC3)c(=O)c2c1	-0.05	i
102	Cc1ccc(C)c(CN2C(=O)c3ccccc3S(=O)(=O)c3ccc(C(=O)N4CCN(C)CC4)cc32)c1	-0.71	i
103	C=CC[C@@H]1C=C[C@H](O/N=C/[C@@H](NS(=O)(=O)c2ccc(C)cc2)[C@H](C)/C=C/CC(=O)OC)[C@@H](CO)O1	-0.09	i
104	COc1cc2c(cc1OC)-c1cc(OCc3ccccc3Cl)nc(=O)n1CC2	2.1	i
105	OC[C@H]1O[C@@H]2O[C@H]3[C@H](O)[C@@H](O)[C@@H](O[C@H]4[C@H](O)[C@@H](O)[C@@H](O[C@H]5[C@H](O)[C@@H](O)[C@@H](O[C@H]6[C@H](O)[C@@H](O)[C@@H](O[C@H]7[C@H](O)[C@@H](O)[C@@H](O[C@H]1[C@H](O)[C@H]2O)O[C@@H]7CO)O[C@@H]6CO)O[C@@H]5CO)O[C@@H]4CO)O[C@@H]3CO	-0.6	i
106	COc1cccc(NC(=O)CSc2nnc3ccc(-c4ccncc4)nn23)c1	-2.1	i
